Bioassay records: PubChem BioAssay, Vanderbilt High Throughput Screening Facility
Cav32 inh = inhibitors of human Cav3.2 T-type calcium channel; actives 4% (n = 100,000); Cav3.2-expressing cells, Fluo-4 calcium fluorescence FDSS; hits give low values; O95180; B-score at 10 µM; AID 449739;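 active = single-dose well whose peak fluorescence ratio is a statistical outlier from its plate by either plate-standardised score or position-corrected B-score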
Target sequence (O95180 whole entry, looked up): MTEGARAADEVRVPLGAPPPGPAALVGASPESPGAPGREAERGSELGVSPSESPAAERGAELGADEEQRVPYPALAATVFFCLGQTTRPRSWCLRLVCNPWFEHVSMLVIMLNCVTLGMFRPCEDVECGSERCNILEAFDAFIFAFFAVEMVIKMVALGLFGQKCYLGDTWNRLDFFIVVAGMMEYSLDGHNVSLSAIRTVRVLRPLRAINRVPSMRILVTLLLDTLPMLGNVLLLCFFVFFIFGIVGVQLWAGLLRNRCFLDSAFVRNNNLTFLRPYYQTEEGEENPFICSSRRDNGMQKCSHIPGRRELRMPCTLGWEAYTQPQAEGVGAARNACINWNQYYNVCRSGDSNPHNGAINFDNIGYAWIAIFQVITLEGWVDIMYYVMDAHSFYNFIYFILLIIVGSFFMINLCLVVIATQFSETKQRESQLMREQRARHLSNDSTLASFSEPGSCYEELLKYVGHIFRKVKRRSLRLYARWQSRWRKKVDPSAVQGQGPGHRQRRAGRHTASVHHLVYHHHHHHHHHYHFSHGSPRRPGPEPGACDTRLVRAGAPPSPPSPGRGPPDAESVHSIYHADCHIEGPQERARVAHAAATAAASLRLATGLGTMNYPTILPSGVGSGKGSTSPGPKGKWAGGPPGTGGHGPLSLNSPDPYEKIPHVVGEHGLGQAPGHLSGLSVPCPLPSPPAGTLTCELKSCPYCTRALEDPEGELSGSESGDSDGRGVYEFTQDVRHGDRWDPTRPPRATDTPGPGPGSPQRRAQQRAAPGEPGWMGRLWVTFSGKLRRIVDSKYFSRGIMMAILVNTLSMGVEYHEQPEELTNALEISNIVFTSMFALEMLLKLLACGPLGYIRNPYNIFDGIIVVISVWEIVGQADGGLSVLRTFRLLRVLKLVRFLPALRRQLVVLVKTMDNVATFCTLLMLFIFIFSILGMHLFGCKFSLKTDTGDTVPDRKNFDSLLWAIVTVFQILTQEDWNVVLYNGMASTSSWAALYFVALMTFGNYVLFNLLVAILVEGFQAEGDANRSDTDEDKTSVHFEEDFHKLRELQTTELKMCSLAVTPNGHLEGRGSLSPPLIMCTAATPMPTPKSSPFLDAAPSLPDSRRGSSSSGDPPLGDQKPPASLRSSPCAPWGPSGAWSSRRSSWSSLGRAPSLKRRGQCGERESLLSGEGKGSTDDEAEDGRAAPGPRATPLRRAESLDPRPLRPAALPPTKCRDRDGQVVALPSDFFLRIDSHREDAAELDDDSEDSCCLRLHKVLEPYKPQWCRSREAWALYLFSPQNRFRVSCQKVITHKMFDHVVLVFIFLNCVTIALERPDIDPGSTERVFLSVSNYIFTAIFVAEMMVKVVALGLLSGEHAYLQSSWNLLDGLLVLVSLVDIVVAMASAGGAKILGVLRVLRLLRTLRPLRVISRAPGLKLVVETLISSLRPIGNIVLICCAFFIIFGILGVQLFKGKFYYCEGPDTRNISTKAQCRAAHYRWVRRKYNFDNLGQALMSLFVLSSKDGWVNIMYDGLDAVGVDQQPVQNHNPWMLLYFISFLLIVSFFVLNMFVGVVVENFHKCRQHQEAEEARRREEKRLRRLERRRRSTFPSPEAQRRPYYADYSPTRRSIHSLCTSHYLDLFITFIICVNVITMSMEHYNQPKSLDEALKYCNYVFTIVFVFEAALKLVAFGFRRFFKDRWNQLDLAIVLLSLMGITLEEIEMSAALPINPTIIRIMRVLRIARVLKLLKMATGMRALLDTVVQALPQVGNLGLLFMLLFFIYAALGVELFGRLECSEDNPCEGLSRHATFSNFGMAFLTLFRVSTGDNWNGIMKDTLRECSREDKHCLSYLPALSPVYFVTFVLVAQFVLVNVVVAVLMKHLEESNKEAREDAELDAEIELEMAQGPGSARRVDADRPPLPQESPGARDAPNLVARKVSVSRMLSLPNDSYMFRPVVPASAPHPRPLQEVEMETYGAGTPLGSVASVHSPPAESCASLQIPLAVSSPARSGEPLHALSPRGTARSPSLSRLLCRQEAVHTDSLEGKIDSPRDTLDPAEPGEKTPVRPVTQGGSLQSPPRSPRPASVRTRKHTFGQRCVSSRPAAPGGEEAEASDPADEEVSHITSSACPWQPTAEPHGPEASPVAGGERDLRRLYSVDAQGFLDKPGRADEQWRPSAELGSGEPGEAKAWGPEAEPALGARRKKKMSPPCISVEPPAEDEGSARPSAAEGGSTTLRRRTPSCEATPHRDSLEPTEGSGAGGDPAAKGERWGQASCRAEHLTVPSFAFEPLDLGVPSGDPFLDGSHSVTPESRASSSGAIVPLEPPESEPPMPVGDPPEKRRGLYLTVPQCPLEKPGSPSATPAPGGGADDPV
* hit, by the source's call. The list is partial. The share of hits here may be higher or lower than overall.

Start of the data: the first four compounds (preview)
SMILES | Cav32 inh
CCOc1ccc(Nc2nc(Cc3nnc(SCC(=O)c4ccc(C)c(C)c4)o3)cs2)cc1 | -1.9
CCCNC(=O)C1CC(=O)N(c2ccc(OCC(=O)Nc3cccc(C)c3C)cc2)C1 (stereo not given) | -0.038
Cc1cc(C)n(CCc2nc(-c3ccc(C)o3)cs2)n1 | 0.57
CCC1=NNc2cccc3c(OC)ccc1c23 | -0.48

The listing, repeating the preview:
SMILES | Cav32 inh
CCOc1ccc(Nc2nc(Cc3nnc(SCC(=O)c4ccc(C)c(C)c4)o3)cs2)cc1 | -1.9
CCCNC(=O)C1CC(=O)N(c2ccc(OCC(=O)Nc3cccc(C)c3C)cc2)C1 (stereo not given) | -0.038
Cc1cc(C)n(CCc2nc(-c3ccc(C)o3)cs2)n1 | 0.57
CCC1=NNc2cccc3c(OC)ccc1c23 | -0.48
O=C1[C@@H]2[C@H](C(=O)N1Cc1ccco1)[C@H]1C=C[C@@H]2C1 | 1.4
CCOc1cc(S(=O)(=O)n2cc(-c3ccc(F)cc3)c(N)n2)cc(OCC)c1OCC | -5.5*
CCOC(=O)Cn1c(C)cc(=O)c2cccc(C)c21 | -0.87
CCOc1cccc(CN2CCN(c3cccc(C(F)(F)F)c3)CC2)c1O | -0.35
COc1ccc(CNc2oc(Cc3cccc4ccccc34)nc2C#N)cc1 | -7*
COc1ccc(CCNC(=O)CN2CCN(S(=O)(=O)c3ccc(Cl)cc3)CC2)cc1OC | 0.53
CCCOc1ccc(C(=O)CCC(=O)OCC(=O)Nc2cc(C)on2)cc1 | 0.63
O=C(N1CCCCC1)N1CCN(c2ccc(Cl)cc2)CC1 | 0.098
COc1ccc2c(c1)Cc1sc(NC(C)=O)nc1-2 | 0.16
CCC(C)(C)n1nnnc1C(c1ccc2ncccc2c1)N1CCN2CCCC2C1 (stereo not given) | 0.52
O=C1/C(=C/c2ccc(N3CCCC3)cc2)NC(=S)N1C1CC1 | -2.1
Cc1cc(C)n(-c2cc(=O)n(C)c(=O)n2C)n1 | -0.73
Brc1ccccc1-c1nnc(COc2cccc3cccnc23)o1 | 0.32
COc1ccc(N/C(=C2\CCCC2=O)C2CCCCC2)cc1 | -1.4
CC[C@@H](C)[C@@H](C(=O)N1CCNCC1)n1cc(CCC(=O)O)nn1 | -0.048
COc1ccc(OC)c(-c2oc3ccccc3c(=O)c2O)c1 | -0.16
COc1cc(OC)cc(C(=O)N(Cc2nc(-c3cccc(C)c3)no2)C(C)C)c1 | -6.7*
COc1ccccc1C(=O)N1CCCC(c2nc(-c3cc(OC)c(OC)c(OC)c3)no2)C1 (stereo not given) | 1.4
Cc1nc(C(=O)N2CCOCC2)sc1C1(C)CC(c2ccccc2)=NO1 (stereo not given) | -0.44
CCCCn1nnnc1NCc1cccnc1 | -0.033
COc1ccc(N2C=C3C(=O)C(C)(OC(=O)CCc4ccccc4)C(=O)C=C3C=C2c2ccc(C#N)cc2)cc1 (stereo not given) | 0.39
Cc1ccc(C(=O)NC(C)c2ccccc2)o1 (stereo not given) | 0.17
O=C(COc1cccc(NC(=O)c2cccc([N+](=O)[O-])c2)c1)c1ccc(Br)cc1 | -3.3
COc1cccc(C(=O)NCc2nnc(SCC(=O)Nc3nccs3)n2-c2ccccc2)c1 | -0.16
C#CCN1CC(C)/C(=N/O)CC1C (stereo not given) | 0.42
CCC(Oc1ccccc1)C(=O)N1CCN(c2ccccn2)CC1 (stereo not given) | -1.1
NC(=O)c1c(NC(=O)c2cc3ccccc3o2)sc2c1CCC2 | 0.47
Cc1ccccc1NC(=O)c1cccc(OCc2c(C)noc2C)c1 | 0.44
COc1ccc(C2C(C#N)=C(C)NC3=C2C(=O)CC(C)(C)C3)c(OC)c1 (stereo not given) | 1.4
CCOC(=O)CCc1c(C)c2ccc(OCc3nn[nH]n3)c(C)c2oc1=O | 1.4
O=C(CN1CCN(Cc2cccc(Cl)c2)C1=O)NCC1CCCO1 (stereo not given) | -0.079
COC(=O)c1cc(NCc2ccc3c(c2)OCO3)ccc1N1CCOCC1 | -0.55
Cc1ccc(OCc2nc(C#N)c(N3CCN(Cc4ccccc4)CC3)o2)cc1 | -5.9*
CCN(Cc1ccccc1)C(c1cc2ccc(C)cc2[nH]c1=O)c1nnnn1CCOC (stereo not given) | -3.2
CCc1cccc(CC)c1NC(=O)C1CC(=O)N(c2ccc3c(c2)OCCO3)C1 (stereo not given) | -1.1
O=C(CCSc1nnc(-c2ccco2)o1)Nc1ccccc1 | 0.41
CCC(Sc1nc(N)cc(=O)[nH]1)C(=O)NC(C(=O)OC)c1ccccc1 (stereo not given) | 0.82
Cc1cc(C)cc(N(CC(=O)NC2CC3CCC2C3)S(C)(=O)=O)c1 (stereo not given) | 0.047
COCc1nnc(NC(=O)c2cc(Cl)ccc2OC)s1 | 0.27
CC(C)c1nnc(NC(=O)CCC(=O)NC2CCCCCCC2)s1 | 0.013
CC(C)N(C(=O)COC(=O)c1ccc(O)cc1)C(C)C | 0.018

A second format for some results above:
SMILES,Cav32 inh
CCOC(=O)CCc1c(C)c2ccc(OCc3nn[nH]n3)c(C)c2oc1=O,1.4
COCc1nnc(NC(=O)c2cc(Cl)ccc2OC)s1,0.27
NC(=O)c1c(NC(=O)c2cc3ccccc3o2)sc2c1CCC2,0.47
CC(C)c1nnc(NC(=O)CCC(=O)NC2CCCCCCC2)s1,0.013

The list continues.
SMILES | Cav32 inh
COc1ccc(OC)c(S(=O)(=O)Nc2cc(Cl)cc(Cl)c2)c1 | -2.5
C=C(C)CN(CC)c1nc(N)c(C#N)c(CC#N)c1C#N | 1.1
COc1ccc(CN(C(=O)c2ccco2)C2CC(C)N(C)CC2C)cc1 (stereo not given) | 0.12
Cc1cccc(S(=O)(=O)N2CN(Cc3ccco3)c3nc4ccccc4nc32)c1 | -0.32
CCOc1ccc(Cl)cc1S(=O)(=O)N1CCCC1 | -0.37
Cc1ccc(Cl)cc1-n1c(=O)cc(N2CC(C)OC(C)C2)[nH]c1=O (stereo not given) | 1.8
Cc1ccccc1CNC(=O)Nc1cccs1 | 0.64
COc1ccc(N(C(=O)c2ccco2)S(=O)(=O)c2ccc(F)cc2)cc1 | -0.87
Cc1ccc(/C(COc2ccccc2O)=N\O)cc1 | -2.7
CN(C(=S)NC1=CCS(=O)(=O)C1)C1CCCCC1 | 1
CCc1ccc2[nH]c3nc(SCC(=O)NNC(=O)c4ccc(C(C)(C)C)cc4)nnc3c2c1 | 0.18
O=C(Nc1ccc(-c2nc3cccnc3s2)cc1)c1ccco1 | -0.34
CCSc1nnc(NC(=O)C2Cc3ccccc3CN2C(=O)c2ccco2)s1 (stereo not given) | -1.2
Cc1ccn2cc(CNC(=O)c3ccc(Br)o3)nc2c1 | 0.38
NC1(N)OC(CN2C(=O)c3ccccc3C2=O)CS1 (stereo not given) | -0.0015
O=C1CSc2nc3ccccc3n21 | 0.97
CC(SC1CCCC1)C(=O)Nc1ccnn1C(C)C (stereo not given) | 0.76
Cc1ccc(C)c(-n2nnnc2SCC(=O)c2ccc3c(c2)NC(=O)CO3)c1 | -0.68
O=C(NC1CCN(Cc2ccccc2)CC1)c1cc(-c2ccccn2)nc2ccccc12 | -0.04
O=C(Nc1ccccn1)c1ccc(NC(=O)c2ccco2)cc1 | 0.8
CCCC(C)C(=O)Nc1nc(C)c(-c2csc(Nc3ccc(Cl)cc3)n2)s1 (stereo not given) | -1.2
Cc1c(C(=O)NCc2cccnc2)sc2ncn(CC(=O)N3CCCCC3C)c(=O)c12 (stereo not given) | 0.13
O=C(Cn1cnc2c(nnn2Cc2ccc(Cl)cc2)c1=O)c1ccccc1 | -0.63
Cc1ccc(CN2CCN(CC(=O)N3CCc4ccccc4C3)C2=O)cc1 | 0.32
Cc1ccc(C(=O)N2CCOCC2)cc1S(=O)(=O)Nc1cccc(C)c1C | 1.9
CC(=O)c1sc(NC(=O)c2cccc3ccccc23)nc1C | -0.12
CCCCC(=O)Nc1cccc(NC(=O)c2ccc3c(c2)OCO3)c1 | 0.053
Cc1ccc(-n2cnc3c(sc4nccc(N(C)C)c43)c2=O)cc1 | -0.018
O=C(CCCN1C(=O)c2ccccc2C1=O)NC1=NCCS1 | -3
CCCCSc1nc2c(=O)[nH][nH]c(=O)c2n1Cc1ccccc1 | 0.028
Cc1ccccc1N(C(=O)CCC(=O)Nc1ccccn1)C(C(=O)NC(C)C)c1ccc(O)cc1 (stereo not given) | -0.46
c1ccc(-n2nnnc2SCc2cccc3nsnc23)cc1 | -1.3
CCOc1ccc(-n2c(=O)[nH]cc(C(=O)N3CCCc4ccccc43)c2=O)cc1 | 0.37
CCCCC(=O)Nc1ccc(NC(=O)c2cc(OC)c(OC)c(OC)c2)cn1 | 0.44
CN1CCN(c2nc(NCCOC34CC5CC(CC(C5)C3)C4)nc(OCC(F)(F)F)n2)CC1 | -0.27
COc1ccc(Cn2c(C3CC3)nc3ccc(NC(=O)C4CC4)cc3c2=O)cc1 | -1.5
CCn1c(SCC(=O)N2CCC(C(N)=O)(N3CCCCC3)CC2)nnc1-c1ccccc1 | 0.045
O=C(NCCc1ccccc1)C1CCC(CNc2c(N3CCCCC3)c(=O)c2=O)CC1 (stereo not given) | 0.044
O=C1CC(Nc2ccc(N3CCOCC3)cc2)C(=O)N1C1CCCCC1 (stereo not given) | 0.43
COc1ccc(-c2cnn3c4c(c(C)nc23)CCN4C(C)C)cc1OC | 0.93
Fc1ccccc1NC(=S)NCCc1ccccc1 | -0.73
Cc1ccc2[nH]c(-c3cccc(N)c3)cc2c1 | 0.81
CCOCCCNS(=O)(=O)c1ccc(-n2cnnn2)c(OC)c1 | 1.3
CCCCc1cc(=O)oc2c(CN(C)C)c(O)ccc12 | 0.14
C=CCSc1nc(-c2ccccc2)c(C#N)c(=O)[nH]1 | -2.2
Cc1ccc(NC(=O)CSc2nnnn2-c2ccc3c(c2)OCO3)cc1C | 0.18
O=C(NCc1ccccc1)C1=C[C@H](C2CC2)C[C@H](OCc2ccc(CO)cc2)O1 | -0.049
O=C(CN1CCC(C(=O)c2ccc(Cl)cc2)CC1)Nc1ccc2c(c1)OCCO2 | -2.9
CC(C)c1ccc(C(=O)N2CCN(CCO)CC2)cc1 | 1.1
O=C(CSc1nc(N2CCCCC2)nc(N2CCCCC2)n1)N1CCN(c2ccccc2)CC1 | -8.8*
CC1CN(C(=O)c2cc(S(=O)(=O)N3CCCC3)c(Cl)cc2Cl)CC(C)O1 (stereo not given) | 0.26
O=C(NCc1ccc(F)cc1)N[C@@H](Cc1ccccc1)C(=O)O | -0.093
Cc1ccc(N(CCCCN2C(=O)c3ccccc3C2=O)C(=O)c2cccs2)cc1 | -5.8*
CCOC(=O)N1CCN(C(=O)c2cn(CC(C)C)c(=O)c3c2c2ccccc2n3C)CC1 | 1.9
COc1cccc2cc(C(=O)C3=C(O)C(=O)N(CCN4CCOCC4)C3c3cccs3)oc12 (stereo not given) | 0.66
CCN(CC)S(=O)(=O)c1cccc(-c2nnc(SCc3nnc(-c4cccs4)o3)n2N)c1 | 0.65
Fc1ccc(NC(=S)N/N=C/c2ccc(F)c(F)c2)c(F)c1 | 0.0072
Cn1c(=S)[nH]c2ccccc21 | -0.22
Cn1c(SCC(=O)NCc2ccccc2)nnc1-c1ccc(NC(=O)CCc2ccccc2)cc1 | 0.45
O=C(O)CSCC(=O)Nc1cccc2ccccc12 | 1.6
The list continues.
SMILES | Cav32 inh
O=S(=O)(c1ccccc1)N(C1=NCCS1)S(=O)(=O)c1ccccc1 | -0.022
O=C(CCCn1c(=O)[nH]c2cc(Cl)ccc2c1=O)NCCCN1CCCC1=O | 0.071
Cc1cc(C(F)(F)F)c2c(N)c(C(=O)Nc3cc(C)on3)sc2n1 | 1.2
CCOC(=O)c1csc(NC(=O)C2CCCCC2)n1 | 0.011
CC(C)(C)c1ccc(C(=O)Nc2ccc(O)c3c(=O)cc(-c4cccc(Cl)c4)oc23)cc1 | -2.5
O=C(c1nn2c(C(F)(F)F)cc(-c3ccc(F)cc3)nc2c1Cl)N1CCOCC1 | -0.46
O=C(c1ccco1)N1CCN(C(c2cccs2)c2nnnn2C2CCCC2)CC1 (stereo not given) | 0.16
CCOC(=O)C1=C(C)NC(=O)NC1c1cc(Br)c(O)c(OC)c1 (stereo not given) | 0.66
Cc1ccc(S(=O)(=O)c2nc(-c3ccccc3)oc2NCc2cccnc2)cc1 | -5.3*
COc1ccccc1C(=O)NCc1ccncc1 | 0.21
CC(=O)COc1ccccc1OC(=O)c1ccco1 | 0.12
COc1cc(C2C(C(C)=O)=C(O)C(=O)N2CCN2CCOCC2)ccc1O (stereo not given) | 0.43
Cc1ccc(-n2ncc(C#N)c2/N=C/N(C)C)cc1 | -1.5
CCOC(=O)C1C(C)N=C2SCC(=O)N2C1c1cccc(Br)c1 (stereo not given) | -2.8
Cc1cc2cc(C(c3nnnn3Cc3ccco3)N3CCCCC3)c(=O)[nH]c2cc1C (stereo not given) | 0.32

Ordered by the number under Cav32 inh (smallest number first): four from the list above.
| SMILES | Cav32 inh |
| --- | --- |
| Cc1ccc(-n2ncc(C#N)c2/N=C/N(C)C)cc1 | -1.5 |
| O=S(=O)(c1ccccc1)N(C1=NCCS1)S(=O)(=O)c1ccccc1 | -0.022 |
| CCOC(=O)c1csc(NC(=O)C2CCCCC2)n1 | 0.011 |
| CC(=O)COc1ccccc1OC(=O)c1ccco1 | 0.12 |

New compounds follow.
SMILES | Cav32 inh
CCOC(=O)Nc1c(C)n(C)n(-c2ccccc2)c1=O | 0.57
COCCCNC(=O)C(=O)NCCCOC(C)C | 0.7
CCOC(=O)N1CCN(C(=O)C2CCN(S(=O)(=O)c3c(C)cc(C)cc3C)CC2)CC1 | 0.67
CC1CN(Cc2nc3c(c(=O)[nH]c(=O)n3C)n2CCN2CCOCC2)CC(C)O1 (stereo not given) | 0.54
Cc1c(NC(=O)C2CCN(S(=O)(=O)c3ccccc3)CC2)c(=O)n(-c2ccccc2)n1C | -0.97
CN(C)c1ccc(CNC(=O)CN(C)S(=O)(=O)c2cccc3cccnc23)cc1 | -0.46
